High-throughput results from PubChem BioAssay.
IMP-1 inhibitor – blocks Pseudomonas aeruginosa IMP-1 metallo-beta-lactamase | purified IMP-1, nitrocefin hydrolysis, epi-absorbance fluorescence | inhibition, % at 5.6 µM | hit rate 0.45% among 290,000 | AID 1556;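 active means inhibition above the mean plus 3 SD of all compounds in the same screening run, cut at about 4.5% in these data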;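 further: 0% = IMP-1 with DMSO and 100% = DMSO wells lacking enzyme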
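System: Purified IMP-1 | Read-out basis: Percent enzyme inhibition | Controls: IMP-1 with DMSO as 0%, enzyme-free DMSO as 100% | Replicates: One well per compound | Doses: 5.6 µM nominal single concentration | Detection: Epi-absorbance fluorescence, 480 nm excitation, 530 nm emission | Incubation: 25 °C, 15 min preincubation, 25 min reaction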
FID counter – fluorescent intercalator displacement, NS3 helicase counter-screen; DNA fluorescent intercalator displacement, fluorescence; inhibition, % at 7.9 µM; hit rate 0.17% among 290,000; AID 1845; in the data active means inhibition above about 37%;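 further: 0% = vehicle and 100% = reference compound; higher means more ethidium bromide displaced from hairpin DNA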
p-CIP stab down – lowers stability of the mouse p/CIP coactivator protein | decrease of EGFP signal, % at 10 µM | F442A p/CIP-EGFP cells, EGFP fluorescence, 16 h | hit rate 0.01% among 290,000 | AID 1984;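 active means EGFP signal decrease of at least 30% at 10 µM or well 3 SD below plate mean, unless failing retest; inactive means the rest, including hits failing retest or dose response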; further: some compounds called inactive have numbers as strong as hits; many of its hits are not listed in these tables
IDE inh – inhibitors of human insulin-degrading enzyme in cells; AID 434962; hit rate 0.41% among 320,000; inhibition, % at 5.59 µM; P14735; HEK cells, FAbetaB cleavage, fluorescence polarization;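 active means percent inhibition above the average of all tested compounds plus 3 SD, set per screening campaign, cut at about 16% in these data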;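 further: IDE supplied by intact live HEK cells; FP after avidin binding of uncleaved biotin substrate so inhibition keeps polarization high; 0% = DMSO wells and 100% = 60 µM reference IDE inhibitor Ii1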
Target sequence (P14735 whole entry, looked up): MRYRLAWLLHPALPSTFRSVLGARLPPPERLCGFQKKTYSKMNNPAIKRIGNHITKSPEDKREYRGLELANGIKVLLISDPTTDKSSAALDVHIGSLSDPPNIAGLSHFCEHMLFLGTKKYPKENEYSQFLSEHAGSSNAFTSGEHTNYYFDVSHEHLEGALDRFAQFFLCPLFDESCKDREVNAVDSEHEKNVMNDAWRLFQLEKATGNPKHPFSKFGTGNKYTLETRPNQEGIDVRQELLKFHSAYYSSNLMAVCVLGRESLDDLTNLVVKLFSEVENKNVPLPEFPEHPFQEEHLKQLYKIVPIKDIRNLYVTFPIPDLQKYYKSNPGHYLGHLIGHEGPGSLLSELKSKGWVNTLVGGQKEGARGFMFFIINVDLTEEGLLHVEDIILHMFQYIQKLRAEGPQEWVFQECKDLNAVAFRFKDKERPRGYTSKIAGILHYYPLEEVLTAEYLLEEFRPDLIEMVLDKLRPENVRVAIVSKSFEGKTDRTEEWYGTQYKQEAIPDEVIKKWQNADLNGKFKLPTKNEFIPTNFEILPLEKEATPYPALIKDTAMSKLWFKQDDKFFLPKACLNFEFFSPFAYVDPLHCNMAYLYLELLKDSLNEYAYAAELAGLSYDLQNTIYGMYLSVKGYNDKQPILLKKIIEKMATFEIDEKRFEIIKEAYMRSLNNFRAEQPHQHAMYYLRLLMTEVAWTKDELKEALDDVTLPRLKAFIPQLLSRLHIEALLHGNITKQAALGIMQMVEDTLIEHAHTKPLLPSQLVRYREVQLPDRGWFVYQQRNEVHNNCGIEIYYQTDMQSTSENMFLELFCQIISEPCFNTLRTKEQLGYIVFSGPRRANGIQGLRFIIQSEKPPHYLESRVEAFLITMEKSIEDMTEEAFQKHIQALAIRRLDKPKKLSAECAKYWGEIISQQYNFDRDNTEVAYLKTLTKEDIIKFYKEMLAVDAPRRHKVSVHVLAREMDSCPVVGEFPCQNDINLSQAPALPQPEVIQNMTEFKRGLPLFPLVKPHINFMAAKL
NS3 helicase inh – inhibitors of Hepatitis C virus NS3 helicase. inhibition, % at 10.9 µM. NS3 helicase DNA unwinding, Cy5 molecular beacon fluorescence. hit rate 0.56% among 290,000;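 active means inhibition above the mean of all tested compounds plus 3 SD, set per campaign, cut at about 35% in these data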;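 further: 0% = DMSO wells and 100% = thioflavine S control wells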
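Test system: hepatitis C virus NS3 helicase domain fragment enzyme. Also added: annealed dual-labelled DNA beacon duplex, ATP-started. Timing: 60 min unwinding reaction at 25 °C after ATP addition. Technique: Cy5 fluorescence. Measure: % inhibition of unwinding.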
IDE act – activators of human insulin-degrading enzyme in cells; activation, % at 5.96 µM; P14735; HEK cells, FAbeta-B cleavage, fluorescence polarization; 0% vehicle, 100% cell-free pure enzyme wells; hit rate 0.073% among 340,000;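 active means activation above the mean of all tested compounds plus 3 SD, set per screening campaign, cut at about 17% in these data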
VIM-2 inh – inhibitors of Pseudomonas aeruginosa VIM-2 metallo-beta-lactamase | purified VIM-2, nitrocefin hydrolysis, epi-absorbance fluorescence | inhibition, % at 5.6 µM | hit rate 0.89% among 290,000;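 active means inhibition above the mean of all tested compounds plus 3 SD, cutoff set per screening run, cut at about 7.5% in these data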;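 further: red hydrolysis product quenches plate fluorescence so inhibitors raise well fluorescence; 0% = enzyme with DMSO and 100% = DMSO without enzyme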
M18AAP inhibitor – PfM18AAP enzyme inhibition; inhibition, % at 7.35 µM; AID 1822; recombinant PfM18AAP, H-Glu-NHMec fluorogenic cleavage; hit rate 1.2% among 290,000;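 active means inhibition above the campaign mean inhibition over all tested compounds plus 3 SD, cut at about 28% in these data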;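 further: 0% = plate median of test compound wells and 100% = 2 mM ZnCl2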
UBC9 SUMO inh – inhibitors of human SUMOylation (UBC9). P63279. HTRF SUMOylation assay, SAE1/SAE2 + UBC9, in vitro. inhibition, % at 35 µM. hit rate 0.36% among 290,000. AID 2006; in the data active means inhibition above about 50%, passing the limit was not always enough; further: strong numbers were not always called active
* = called active by the depositor; · = not tested or not shown; & = joins results of further samples.

(1) COc1cc(OC)cc(C(=O)NCCNC(=O)c2ccco2)c1
(2) COc1cc(OC)cc(C(=O)N[C@H](C(=O)Nc2ccc(S(=O)(=O)N(C)C)cc2)C(C)C)c1
(3) CCn1c2ccccc2c2nnc(SCC(=O)Nc3cc(C)on3)nc21
(4) O=C(CNC(=O)c1ccc(Oc2ccccc2)cc1)OCc1ccc(Br)cc1
(5) COC(=O)c1c(NC(=S)NN2CCOCC2)sc2c1CCCC2
(6) CCOc1ccc(C(=O)CCNC(Cc2cnc[nH]2)C(=O)O)cc1 (stereo unspecified)
(7) CCO[C@H]1OC(C(=O)N2CCCCCCC2)=C[C@@H](c2ccc(C(F)(F)F)cc2)[C@@H]1CCCO
(8) Cc1ccc(CNC(=O)CN(c2ccc(C)cc2)S(=O)(=O)c2c(C)nn(C)c2C)cc1
(9) CCc1c(C)[nH]c2ccc(C)cc2c1=O
(10) COc1cc(NC(=O)Cn2cnc(S(=O)(=O)N3CCOCC3)c2)cc(OC)c1OC
Screen / compound no.,1,2,3,4,5,6,7,8,9,10
p-CIP stab down,-1,6,-18,-21,-15,-7,3,-6,1,-22
UBC9 SUMO inh,-2,-14,18,15,5,-2,1,-16,-19,16
FID counter,0,-20,-2,-6,-4,-1,-34,-50,0,-8
VIM-2 inh,-2.4,-2.1,0.6,-7.5,-2.6,-5.3,-2.7,-2.3,3.0,-0.9
IDE act,1,4,3,-21,-1,-2,4,5,0,4
NS3 helicase inh,0,-4,-5,2,-6,1,-5,11,-9,4
IDE inh,3,2,8,28*,3,0,1,4,-3,-5
M18AAP inhibitor,4,3,-8,-1,-1,-3,0,-1,9,3
IMP-1 inhibitor,-5.3,-2.4,-4.9,-1.5,-2.6,-7.8,-2.9,-2.4,-5.8,-1.2

(11) O=Nc1c2ccc[nH]c-2c2ccc([N+](=O)[O-])cc12
(12) COc1cc(/C=N/N2CCN(C3c4ccccc4-c4ccccc43)CC2)cc(OC)c1OC
(13) COc1cc(/C(C)=N/N2CCN(Cc3ccc(C)cc3)CC2)ccc1O
(14) CSc1ccccc1C(=O)NCCSc1ccc(C)cc1
(15) CC1CN(C(=S)NC(=O)c2ccc([N+](=O)[O-])cc2)CC(C)O1 (stereo unspecified)
(16) CC(=O)c1cccc(NC(=O)c2ccc(NC(=O)CCS(=O)(=O)c3cccs3)cc2)c1
(17) CCCn1nc2cc(C(=O)NCCc3ccc(C)cc3)ccc2c1OCC
(18) Cc1ccc(NC(=O)CCn2cccc2)cc1
(19) CC(C)Cn1c(N)c(C(=O)COC(=O)CC23CC4CC(CC(C4)C2)C3)c(=O)n(C)c1=O
(20) Cc1cc(OC2CCCCC2)nc(NCc2ccccc2)n1
Screen / compound no.,11,12,13,14,15,16,17,18,19,20
p-CIP stab down,-5,0,3,2,-4,-3,-17,0,-26,-16
UBC9 SUMO inh,24,-4,-9,13,26,-26,28,-11,-28,-2
FID counter,1,-2,-1,-23,1,-20,-30,-3,-30,0
VIM-2 inh,1.1,0.6,-3.6,-1.6,-4.7,-0.6,1.6,-5.5,-4.9,0.8
IDE act,3,-2,3,-1,4,2,1,4,5,·
NS3 helicase inh,2,0,10,2,3,0,-6,4,-4,-30
IDE inh,-5,12,1,3,0,3,5,0,1,6
M18AAP inhibitor,3,-11,7,-15,-6,0,-13,8,-11,-12
IMP-1 inhibitor,-3.7,-3.8,-2.9,0.6,-3.6,-1.0,-0.2,0.3,-4.2,-0.6

(21) COc1ccc2nc(C)cc(N3CCN(c4ccccc4)CC3)c2c1
(22) Cc1cc2nc(/N=C(\N)NC(=O)N3c4ccccc4Sc4ccccc43)nc(C)c2cc1C
(23) Cc1nc(N(C)Cc2ccccc2)c2nnn(Cc3ccccc3)c2n1
(24) CCN(CC)C(=O)Cn1cc(C(=O)C(=O)N2CC=C(c3ccccc3)CC2)c2ccccc21
(25) CC1SC(=NC(=O)c2ccco2)NC1=O (stereo unspecified)
(26) COc1ccc(-c2nc3cc(NC(=S)NC(=O)Cc4ccccc4)ccc3o2)cc1
(27) CC(=O)N1CCSc2ccc(S(=O)(=O)NCc3ccccc3)cc21
(28) Cn1ccc(C(=O)N/N=C/c2ccncc2)n1
(29) COc1ccc(-n2cc(-c3ccccc3)c3c(NCCOCCO)ncnc32)cc1
(30) C=CCNCC#CCOc1ccc(OC)cc1
Screen / compound no.,21,22,23,24,25,26,27,28,29,30
p-CIP stab down,-4,-10,-6,-11,0,-7,-3,1,-3,-2
UBC9 SUMO inh,9,-7,13,2,23,22,24,15,8,-3
FID counter,3,5,-19,-32,0,-2,-20,-2,-40,11
VIM-2 inh,-2.1,-2.2,-1.1,-2.0,-1.4,-1.3,-1.7,0.5,-0.1,-0.2
IDE act,-1,6&4,-3,-22,2,0,-1,7,-2,0
NS3 helicase inh,-10,6,-2,-2,5,14,2,1,-26,20
IDE inh,1,2,-2,19*,13,0,2,·,3,-2
M18AAP inhibitor,4,-1,-7,2,8,0,6,-4,-2,14
IMP-1 inhibitor,0.3,-3.6,-1.1,-1.8,-1.4,-2.4,-1.7,-2.2,-2.0,-0.4

(31) COc1cc2c(cc1OC)C(C)N(C(=O)c1sccc1C)CC2 (stereo unspecified)
(32) CCOc1cc(S(=O)(=O)NC2CC(C)(C)NC(C)(C)C2)ccc1Cl
(33) CCN(C(=O)CSc1nnc(-c2ccncc2)n1C)C1CCS(=O)(=O)C1 (stereo unspecified)
(34) CCCCOc1ccc(CONS(=O)(=O)c2ccc(NC(C)=O)cc2)cc1Cl
(35) CCOC(=O)C1(CCOc2ccccc2)CCN(CC2CC2)CC1
(36) O=c1[nH]cc(NCCc2ccccc2)c(=O)[nH]1
(37) O=C(Nc1ccc(S(=O)(=O)N2CCCC2)cc1)c1cccnc1
(38) CCCNC(=O)C(=O)NCC(c1ccc2c(c1)OCO2)N1CCN(c2ccc(F)cc2)CC1 (stereo unspecified)
(39) Cc1cccc(-n2c(=O)c3c(n4cnnc24)-c2ccccc2CC32CCCCC2)c1
(40) CC(C)NC(=S)NN=C1c2ccccc2-c2ccccc21
Screen / compound no.,31,32,33,34,35,36,37,38,39,40
p-CIP stab down,2,1,-1,-5,-15,2,-5,-16,8,15
UBC9 SUMO inh,12,15,1,-42,4,9,5,9,6,-10
FID counter,-32,7,1,-4,0,6,-8,-27,-8,-13
VIM-2 inh,-1.2,-3.1,-5.3,0.5,-0.2,-0.5,-3.9,-3.6,-0.3,-3.7
IDE act,-2,6,-3,5,3,1,5,3,1,6
NS3 helicase inh,5,3,3,-84,-11,20,-2,-10,-1,7
IDE inh,-3,2,5,-2,-3,2,-2,4,-5,-2
M18AAP inhibitor,-2,2,-32,17,-6,-6,-6,4,1,2
IMP-1 inhibitor,-1.3,-2.3,-4.6,-3.1,1.0,-1.4,-3.3,-2.7,-1.6,-2.5

Random excerpt: 6 entries already listed
(40) CC(C)NC(=S)NN=C1c2ccccc2-c2ccccc21
(38) CCCNC(=O)C(=O)NCC(c1ccc2c(c1)OCO2)N1CCN(c2ccc(F)cc2)CC1 (stereo unspecified)
(35) CCOC(=O)C1(CCOc2ccccc2)CCN(CC2CC2)CC1
(39) Cc1cccc(-n2c(=O)c3c(n4cnnc24)-c2ccccc2CC32CCCCC2)c1
(34) CCCCOc1ccc(CONS(=O)(=O)c2ccc(NC(C)=O)cc2)cc1Cl
(33) CCN(C(=O)CSc1nnc(-c2ccncc2)n1C)C1CCS(=O)(=O)C1 (stereo unspecified)
Screen / compound no.,40,38,35,39,34,33
p-CIP stab down,15,-16,-15,8,-5,-1
UBC9 SUMO inh,-10,9,4,6,-42,1
FID counter,-13,-27,0,-8,-4,1
VIM-2 inh,-3.7,-3.6,-0.2,-0.3,0.5,-5.3
IDE act,6,3,3,1,5,-3
NS3 helicase inh,7,-10,-11,-1,-84,3
IDE inh,-2,4,-3,-5,-2,5
M18AAP inhibitor,2,4,-6,1,17,-32
IMP-1 inhibitor,-2.5,-2.7,1.0,-1.6,-3.1,-4.6

(cont.)
(41) O=C(O)CC(Cc1ccc(Cl)cc1)C(=O)Nc1ccc([N+](=O)[O-])cc1 (stereo unspecified)
(42) COc1ccc(/C=N/Nc2ccccc2C(=O)O)cc1
(43) CCCc1c(C(=O)N/N=C/c2ccc(OCc3ccccc3)c(OC)c2)nnn1-c1nonc1N
(44) Cc1ccc(NC(=O)COC(=O)CCc2ccc(S(=O)(=O)N3CCOCC3)cc2)cc1F
(45) Cc1ccc(NC(=O)CSc2nn3c(=O)c(C)nnc3s2)cc1Cl
(46) Cc1cc(C)c2cc(CN(Cc3cccs3)Cc3nnnn3CC3CCCO3)c(=O)[nH]c2c1 (stereo unspecified)
(47) Cc1ccc(N2C(=O)CN(Cc3sccc3C)C2=S)cc1C
(48) O=C(c1ccccc1)c1ccc(Oc2ncccn2)cc1
(49) CCOC(=O)C(Cc1c(F)cccc1F)(NC(C)=O)C(=O)OCC
(50) O=C(COC(=O)[C@H](Cc1c[nH]c2ccccc12)NC(=O)c1cccs1)NCc1ccccc1
Screen / compound no.,41,42,43,44,45,46,47,48,49,50
p-CIP stab down,6,-6,-14,21,1,-1,6,-9,4,14
UBC9 SUMO inh,5,-7,2,-11,-3,3,-25,14,20,4
FID counter,-16,-13,-19,-20,-2,-27,-7,2,-4,-20
VIM-2 inh,-2.0,2.0,-3.3,-1.5,-0.2,-0.1,1.1,-1.5,-1.3,-0.8
IDE act,2,2,-3,3,1,-3,0,5,-3,1
NS3 helicase inh,9,17,-6,-18,15,-6,3,19,-3,-8
IDE inh,1,2,4,-6,3,-2,-4,3,-6,-2
M18AAP inhibitor,1,14,5,8,-10,-1,-11,-10,-3,-1
IMP-1 inhibitor,1.4,-1.1,-4.3,-2.3,-0.7,-1.8,-1.4,-3.2,-3.4,-2.8
